# Screening data deposited in PubChem BioAssay by National Center for Advancing Translational Sciences (NCATS).
# Luc counter – Counterscreen for Luciferase (Kinase-Glo TM) Inhibition | Luciferin 4-monooxygenase (Photuris pensylvanica), Q27757 | Kinase-Glo luciferase, ATP luminescence, 8 min | Potency, µM (doses to about 38.3 µM), inactives show at the top dose activity change, negative = inhibition, hits mostly inhibitors | actives 0.28% (n = 200,000) | AID 1379, 2008; further: on the % scale 0 is the no-effect control and ±100 the full control effect; nearly all actives have a fitted effect of over 60% in size
#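 Recombinant Kinase-Glo luciferase, 10 uM ATP (linear range), luciferin; imidazole pH 7.2 / KCl / MgCl2 / Tween / BSA buffer; 8 min RT; luminescence.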
# Tau ThT inhib – qHTS for Inhibitors of Tau Fibril Formation, Thioflavin T Binding; Microtubule-associated protein tau (Homo sapiens), P10636; recombinant tau K18 P301L (four-repeat tau fragment), heparin-induced fibrillization, ThT fluorescence; Potency, µM (series often up to 57.4 µM), for inactives: at the highest dose activity, negative = inhibition, hits mostly inhibitors; actives 2.1% (n = 270,000); AID 1460, 2008; further: on the % scale 0 is the no-effect control and ±100 the full control effect; nearly all actives have a fitted effect of over 55% in size
# Target sequence (P10636 561-689 P618L limits assumed): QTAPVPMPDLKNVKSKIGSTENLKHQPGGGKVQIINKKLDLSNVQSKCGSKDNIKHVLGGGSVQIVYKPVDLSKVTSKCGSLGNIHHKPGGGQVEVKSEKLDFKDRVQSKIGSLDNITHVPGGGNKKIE
#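 In this qHTS, human K18 P301L tau is incubated with compound and heparin for 6 hr at 37 C, and Thioflavin T fluorescence then reports fibril load.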
# RECQ1 helicase – qHTS Assay for Inhibitors of RecQ-Like Dna Helicase 1 (RECQ1). ATP-dependent DNA helicase Q1 (Homo sapiens), P46063. actives 0.54% (n = 240,000). Potency, µM (top dose mostly 57.3 µM), for the others: top-dose activity, negative = inhibition, actives largely listed as inhibitors. RECQ1 DNA unwinding, red fluorescence kinetic read;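 further: plate controls were vehicle for no effect and no enzyme for full effect; nearly all actives have a fitted effect of over 30% in size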
#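 RECQ1T1 50 nM; forked duplex (20 bp + 30-nt ss tails) 200 nM, ATP 2 mM final; pH 8.0, 2 mM MgCl2, 2.5 ug/ml poly(dI-dC); 15 min compound preincubation; discontinuous kinetic read over 2 h at RT.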
# Lamin A splicing – qHTS Assay for Modulators of Lamin A Splicing. actives 0.01% (n = 200,000). Potency, µM (series often up to 46.1 µM), for inactives: at the top dose ratio change, negative = inhibition, most hits filed as inhibitors. HeLa LMNA splicing GFP/RFP minigene ratio, 48 h; active means well fitted inhibition curve with a large enough effect in the signal ratio, with a control signal flat, not every such curve was filed as active; inconclusive means small, poorly fitted or top-dose-only effect, or effect the other way, or a change in a side signal; the % refers to the signal ratio; further: on the % scale 0 is the no-effect control and ±100 the full control effect
#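 Read-out is the ratio of GFP to DsRed2 object intensity, acquired by 488 nm laser-scanning cytometry on HeLa lamin A-EGFP minigene reporter cells. Compound incubation 48 hrs at 37 °C in Opti-MEM with 2% FBS; DMSO 0.5% final.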
# ALDH1A1 inh – qHTS Assay for Inhibitors of Aldehyde Dehydrogenase 1 (ALDH1A1) | Purified ALDH1A1, NADH fluorescence, propionaldehyde substrate | Potency, µM (series often up to 75.3 µM), for inactives: at the highest dose activity, negative = inhibition, actives largely listed as inhibitors | actives 7.3% (n = 220,000) | AID 1030, 2008; active means well fitted inhibition curve with a large enough effect, not every such curve was filed as active; inconclusive means small, poorly fitted or top-dose-only effect, or another doubt; inactive means no such curve, though single readings can be large or run the other way;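 further: plate controls were no enzyme wells and a reference inhibitor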
# Target sequence (P00352 whole entry, looked up): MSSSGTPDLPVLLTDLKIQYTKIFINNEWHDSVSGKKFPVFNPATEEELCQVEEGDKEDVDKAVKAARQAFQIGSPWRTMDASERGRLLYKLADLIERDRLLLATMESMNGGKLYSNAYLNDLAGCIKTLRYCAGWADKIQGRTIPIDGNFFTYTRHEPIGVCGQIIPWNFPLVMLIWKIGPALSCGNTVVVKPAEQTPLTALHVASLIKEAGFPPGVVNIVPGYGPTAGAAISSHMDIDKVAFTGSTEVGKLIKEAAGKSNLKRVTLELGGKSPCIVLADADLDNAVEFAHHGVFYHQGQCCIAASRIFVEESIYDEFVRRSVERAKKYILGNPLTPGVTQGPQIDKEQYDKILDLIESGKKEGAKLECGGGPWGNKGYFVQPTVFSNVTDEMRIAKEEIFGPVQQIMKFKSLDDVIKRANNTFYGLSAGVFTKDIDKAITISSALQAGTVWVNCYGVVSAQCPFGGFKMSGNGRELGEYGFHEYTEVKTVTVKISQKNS
# L3MBTL1 inh – qHTS Assay for the Inhibitors of L3MBTL1; AlphaScreen L3MBTL1–H3K9me1 peptide binding; actives 0.66% (n = 230,000); Potency, µM (doses to about 57.1 µM), for the others: top-dose activity, negative = inhibition, hits mostly inhibitors; further: on the % scale 0 is the no-effect control and ±100 the full control effect; nearly all actives have a fitted effect of over 60% in size
#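 AlphaScreen proximity signal between nickel-chelate acceptor and streptavidin donor beads (final 10 ug/mL) reports binding of 50 nM L3MBTL1 to 75 nM biotin-H3 K9me1 peptide; complex incubated with compounds 30 min at room temperature; cefsulodin titration as control.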
# SMN2 splice enh – qHTS Assay for Enhancers of SMN2 Splice Variant Expression. HEK293 SMN2-luciferase splicing reporter, luminescence, 30-36 h. Potency, µM (top dose mostly 46.1 µM), inactives show at the top dose activity change, positive = activation, hits mostly activators. actives 2.8% (n = 210,000). AID 1458, 2008; further: % of control where 0% means no effect; nearly all actives have a fitted effect of over 55% in size
#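 HEK293 cells carry an SMN2 minigene-luciferase reporter in which exon 7 inclusion puts luciferase in frame. Cells were seeded at 2000 cells/well, attached for 10-12 hours, then exposed to compounds for 30-36 hours at 37C before ONE-Glo luminescence.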
# KDM4E inh – qHTS Assay for Inhibitors of Human Jumonji Domain Containing 2E (JMJD2E). Lysine-specific demethylase 4E (Homo sapiens), B2RXH2. JMJD2E catalytic domain, FDH-coupled NADH fluorescence (FDH is formaldehyde dehydrogenase). Potency, µM (highest dose often 57.1 µM), for inactives: at the highest dose activity change, negative = inhibition, usual class: inhibitors. actives 1.6% (n = 230,000). AID 2147, 2009; active means well fitted inhibition curve with a large enough effect, not every such curve was filed as active; inconclusive means small, poorly fitted or top-dose-only effect, or another doubt; inactive means no such curve, though single readings can be large or run the other way;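 further: 0% = wells with enzyme and -100% = buffer wells without enzyme; nearly all actives have a fitted effect of over 50% in size; many of its hits are not listed in these tables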
# Target sequence (B2RXH2 1-337 limits assumed): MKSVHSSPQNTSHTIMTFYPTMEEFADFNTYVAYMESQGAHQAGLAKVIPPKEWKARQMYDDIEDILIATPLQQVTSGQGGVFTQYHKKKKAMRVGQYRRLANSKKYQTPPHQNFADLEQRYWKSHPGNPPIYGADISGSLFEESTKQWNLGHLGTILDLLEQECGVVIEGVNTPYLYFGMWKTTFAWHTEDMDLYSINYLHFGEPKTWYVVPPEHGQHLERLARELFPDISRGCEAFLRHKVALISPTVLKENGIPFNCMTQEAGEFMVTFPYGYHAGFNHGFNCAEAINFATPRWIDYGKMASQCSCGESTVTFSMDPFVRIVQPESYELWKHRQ
# The depositor's hits bear a star; i = inactive; ? = inconclusive; / = no result given; & = joins results of further samples; [ ] = remark or other dose. Unless noted, the call rests on the fitted dose curve; in most records, active means well fitted curve in the direction sought with a large enough effect; inconclusive means small, poorly fitted or top-dose-only effect, or another doubt; inactive means no such curve, though single readings can be large; an effect the other way counts as inactive or inconclusive. Potency means the concentration at half of the fitted maximal effect.
SMILES,Luc counter,Tau ThT inhib,RECQ1 helicase,Lamin A splicing,ALDH1A1 inh,L3MBTL1 inh,SMN2 splice enh,KDM4E inh
CCn1cc(C(=O)OCC(=O)NCc2ccccc2Cl)c(=O)c2ccc(C)nc21,-2%,-10%,i,?,?,10%,5%,5%
CCN(CC)CCn1c(C)nc2c(sc3nc4c(cc32)COC(C)(C)C4)c1=O,/,-4%,6%,/,?,1%,/,?
O=C(c1ccco1)c1cn(CC(=O)N2CCCc3ccccc32)c2ccccc12,4%,-11%,2%,?,?,-14%,-35%[inhibitor],?
Cc1ccccc1-n1c(SCC(=O)NCc2cccs2)nc2ccccc2c1=O,-1%,5%,-10%,-4%,?,2%,-12%,8%
Cc1ccccc1CS(=O)(=O)CCC(=O)NCCCN1CCN(c2ccccc2F)CC1,3%,-4%,-12%,12%[0.0737 µM],9%,5%,-21%,0%
O=C(O)C1CC(=O)n2c(nc3ccccc32)S1 (stereo unspecified),-1%,-7%,2%,6%,25µM*,/,21%,6%
O=C(Cn1nnc(-c2ccc(F)cc2)n1)N1CCCCC1,3%,8%,i,/,10%,-3%,18%,-2%
CCCCn1c(=S)[nH]c2ccc(N3CCOCC3)cc2c1=O,-3%,-5%,1%,?,?,11%,-9%,?
CCO[C@H]1OC(C(N)=O)=C[C@@H](c2coc3ccccc3c2=O)[C@@H]1CCCO,/,4%,-6%,/,?,2%,/,7%
O=C(CCCn1c(=O)c2ccccc2n(CC(=O)NCc2ccco2)c1=O)NCc1ccco1,5%,1%,i,3%,?,/,/,-4%
COCCCNC(=O)CSc1nc2ccccc2c(=O)n1Cc1ccc2c(c1)OCO2,1%,8%,13%,/,0%,11%,-1%,-26%
Oc1c(C(c2cccs2)N2CCN(c3ccccc3)CC2)ccc2cccnc12 (stereo unspecified),5%,?,-2%,?,2µM*,/,-80%[inhibitor],7.9µM*
CCN(CC)CCN(C(=O)Cn1nnc(-c2ccc(C)o2)n1)C(C(=O)NC(C)(C)C)c1cccs1 (stereo unspecified),-6%,-5%,i,4%[46 µM],11%,-13%,/,-10%
CC(=O)N1CCN(S(=O)(=O)c2ccc(C)cc2)C1c1ccc(N(C)C)cc1 (stereo unspecified),-3%,-4%,-9%,4%,?,-4%,-39%,6%
Cn1c(N2CCN(C(=O)Nc3ccc(C(F)(F)F)cc3)CC2)nc2ccccc21,-4%,?,0%,?,3%,/,-63%[inhibitor],-4%
C/C(=N\NC(N)=S)C1(C)CC2(CC(C)(C)OC2=O)C(=O)O1 (stereo unspecified),/,-1%,-9%,/,/,3%,/,4%
Cc1ccc(-n2cc(C(=O)c3cc(Cl)ccc3O)cc(C#N)c2=O)cc1,0%,?,-2%,?,5%,-16%,-35%[inhibitor],?
O=S(=O)(/N=C(/Nc1ccccn1)c1ccccc1)c1ccccc1,3%,-1%,-3%,6%,-2%,8%,8%,9%
CCOC(=O)c1c(NC(=O)OC)sc(C(=O)N(C)C)c1C,-5%,1%,2%,12%,?,-1%,3%,-2%
NNC(=O)CCN(Cc1ccco1)S(=O)(=O)c1ccc(Cl)cc1,/,1%,15%,/,/,?,/,-3%
CC(C)(C)NC(=O)Cn1nc(C(F)(F)F)c2c1CCCC2,-1%,2%,19%,-6%[46 µM],14%,-4%,7%,11%
COC(=O)c1[nH]c2ccc(C)cc2c1NC(=O)Nc1ccccc1OC,-6%,-14%,3%,6%,?,-6%,-20%,?
CC1CCCCN1CC(=O)Nc1cc(S(=O)(=O)N2CCOCC2)ccc1N1CCCC1 (stereo unspecified),-3%,-5%,-10%,-17%[46 µM],7%,6%,-5%,-10%
Fc1ccc(-n2nnc(-c3cccnc3Cl)n2)cc1,/,-16%,-11%,/,2%,22%,/,13%
Cc1cc2cc(CNC(=O)COc3ccccc3)ccc2n1C,/,-15%,i,/,/,-19%,/,-1%

# Rewritten bar-delimited: part of the list above.
compound | Luc counter | Tau ThT inhib | RECQ1 helicase | Lamin A splicing | ALDH1A1 inh | L3MBTL1 inh | SMN2 splice enh | KDM4E inh
CCn1cc(C(=O)OCC(=O)NCc2ccccc2Cl)c(=O)c2ccc(C)nc21 | -2% | -10% | i | ? | ? | 10% | 5% | 5%
CCN(CC)CCn1c(C)nc2c(sc3nc4c(cc32)COC(C)(C)C4)c1=O | / | -4% | 6% | / | ? | 1% | / | ?
O=C(c1ccco1)c1cn(CC(=O)N2CCCc3ccccc32)c2ccccc12 | 4% | -11% | 2% | ? | ? | -14% | -35%[inhibitor] | ?
Cc1ccccc1-n1c(SCC(=O)NCc2cccs2)nc2ccccc2c1=O | -1% | 5% | -10% | -4% | ? | 2% | -12% | 8%
Cc1ccccc1CS(=O)(=O)CCC(=O)NCCCN1CCN(c2ccccc2F)CC1 | 3% | -4% | -12% | 12%[0.0737 µM] | 9% | 5% | -21% | 0%
O=C(O)C1CC(=O)n2c(nc3ccccc32)S1 (stereo unspecified) | -1% | -7% | 2% | 6% | 25µM* | / | 21% | 6%
O=C(Cn1nnc(-c2ccc(F)cc2)n1)N1CCCCC1 | 3% | 8% | i | / | 10% | -3% | 18% | -2%
CCCCn1c(=S)[nH]c2ccc(N3CCOCC3)cc2c1=O | -3% | -5% | 1% | ? | ? | 11% | -9% | ?
CCO[C@H]1OC(C(N)=O)=C[C@@H](c2coc3ccccc3c2=O)[C@@H]1CCCO | / | 4% | -6% | / | ? | 2% | / | 7%
O=C(CCCn1c(=O)c2ccccc2n(CC(=O)NCc2ccco2)c1=O)NCc1ccco1 | 5% | 1% | i | 3% | ? | / | / | -4%

# (more compounds)
SMILES,Luc counter,Tau ThT inhib,RECQ1 helicase,Lamin A splicing,ALDH1A1 inh,L3MBTL1 inh,SMN2 splice enh,KDM4E inh
C=CCOc1cccc(C(=O)N2CCCC(CCC(=O)NCc3ccccc3F)C2)c1 (stereo unspecified),-4%,16%,i,/,7%,33%[activator],-10%,-18%
CC(NC(=O)/C(=C\c1ccco1)NC(=O)c1ccccc1Br)C(=O)O (stereo unspecified),/,-2%,i,/,1%,/,/,-7%
COc1ccc(C2C=C(c3ccccc3)Nc3nc(NC(C)=O)nn32)cc1 (stereo unspecified),4%,-3%&5%,i,-10%,?,/,14%,3%
O=C(C1=C[C@H](c2ccccc2)C[C@H](OCc2ccc(CO)cc2)O1)N1CCCCCCC1,/,-16%,-26%,/,-13%,13%,/,-2%
CCOc1ccc(NC(=O)c2cn(CC(C)C)c(=O)c3c2c2ccccc2n3C)cc1,2%,2%,2%,4%,-6%,-1%,15%,-5%
Cc1cccc(NC(=O)C2CCCN2S(=O)(=O)c2cccc3cccnc23)c1 (stereo unspecified),0%,4%,-6%,-15%,?,/,-3%,-4%
C=CCn1c(COc2ccccc2F)nnc1SCC(=O)c1c[nH]c2ccccc12,-1%,0%,-12%,?,-1%,2%,-7%,-10%
Cn1c(Cn2nnc3ccccc32)nnc1SCC(=O)N1c2ccccc2CCc2ccccc21,6%,-12%,-2%,?,8.9µM*,3%,-1%,-1%
CC(C)(C)C(=O)CN1C2=NCCN2c2ccccc21,-6%,-7%,-5%,-27%[46 µM],?,0%,/,-1%
Cn1c(NC(=O)c2ccc(C(C)(C)C)cc2)cc(=O)n(C)c1=O,3%,-3%,3%,0%,?,-3%,8%,-3%
Cc1cccc(-c2nc3cc([N+](=O)[O-])ccc3o2)c1,-29%,?,20%,/,2%,-2%,16µM*,3%
Cn1cc([N+](=O)[O-])c(C(=O)NCc2ccco2)n1,-2%,7%,-1%,/,1%,-8%,15%,-4%
Cc1ncc([N+](=O)[O-])n1CC(=O)Nc1ccccc1,2%,6%,-17%,/,0%,11%,10%,-4%
Cc1cccc(NC(=O)COc2cccc3c2CCN(Cc2ccccc2)C3=O)c1C,6%,-12%,-3%,?,?,-10%,-15%,1%
O=C(O)c1ccccc1OCc1ccccc1Br,2%,3%,i,/,16%,5%,10%,11%
O=C(Oc1cccnc1)c1ccccc1[N+](=O)[O-],3%,-17%,i,0%,13%,-1%,30%,17%
COC(=O)c1c(C(=O)OC)c2ccncn2c1Cl,1%,-13%,i,4%,?,/,-37%,?
COc1ccc(OC)c(-c2csc(NC(=O)Cc3cccs3)n2)c1,0%,?,-11%,-17%[46 µM],-7%,-21%,-22%,-8%
COc1cccc(/C=N/n2c(=S)n(C)c3ccccc32)c1OC,-1%,-15%,-6%,0%,?,/,-25%,1%
O=C1N(S(=O)(=O)c2ccccc2F)C(=O)C2(CCCC2)N1S(=O)(=O)c1ccccc1F,0%,3%,-3%,-2%,-1%,3%,1%,-11%
Cc1c(-c2ccccc2Cl)nc2ccccc2c1C(=O)O,/,6%,i,/,-5%,1%,/,0%
O=C(O)/C=C/C(=O)NCc1ccccc1,2%,-2%,0%,?,?,10%,-35%,-3%
O=C(CN1CCCCCC1)Nc1ccc(F)c(F)c1F,-4%,2%,11%,1%,-8%,/,37%,4%
CC(C)C(=O)Nc1ccc(C(=O)NNC(=O)NC2CCCCC2)cc1,5%,-1%,-8%,7%,4%,-2%,18%,-3%
CC(=O)CCS(=O)(=O)c1ccc(Oc2ccc(S(=O)(=O)CCC(C)=O)cc2)cc1,6%,-16%,-8%,?,?,-8%,-2%,-1%
CCn1cc(CNC(=O)c2cc(COc3ccc(F)cc3Cl)on2)cn1,-1%,?,i,8%[46 µM],-3%,9%,/,14%

# Only part of the results is shown, so the mix of outcomes need not match the whole.
